Compound activity (PubChem)
SSB-PriA inh: K. pneumoniae PriA-SSBct interaction inhibition; inhibition, % at 33 µM; AlphaScreen SSBct-PriA binding, biotinylated peptide; 0.6% of 430,000 active; AID 1272365; in the data active means inhibition mostly above about 37%, no sharp cut-off; inactive means mostly below about 20%;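 further: plate controls were negative control peptide for no effect and reference peptide for full effect; strong numbers were not always called active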
PrPC TRFRET: inhibitors of human cell surface prion protein PrPC. P04156. TR-FRET read-out. inhibition, % at 13.8 µM. 0.43% of 370,000 active. AID 720596; in the data active means inhibition above about 24%; further: 0% = median of the test wells and 100% = reference compound wells
TcdB GH inh: blocks C. difficile toxin B glycohydrolase activity; TcdB glycohydrolase enzymatic assay, plate reader; 0.24% of 350,000 active; inhibition, % at 9.99 µM; AID 652162; in the data active means inhibition above about 10%
CCHF vOTU inh: CCHFV vOTU protease inhibition; Pep-AMC fluorescence; 0.55% of 370,000 active; AID 651958; inhibition, % at 11.5 µM; in the data active means inhibition above about 30%; further: 0% = vehicle wells with enzyme and 100% = no enzyme wells
3CLpro inhibitor: SARS-CoV 3CLpro protease inhibition; P0C6X7; recombinant SARS-CoV 3CLpro, quenched FRET peptide cleavage; inhibition, % at 6 µM; 0.14% of 290,000 active; AID 1706; in the data active means inhibition above about 12%
DUSP3 inh: inhibitors of human VHR1 phosphatase (DUSP3); P51452; recombinant VHR phosphatase, pNPP absorbance; inhibition, % at 13.3 µM; AID 1654; 0.52% of 290,000 active; in the data active means inhibition above about 50%; further: some compounds called inactive have numbers as strong as hits
Target sequence (P51452 whole entry, looked up): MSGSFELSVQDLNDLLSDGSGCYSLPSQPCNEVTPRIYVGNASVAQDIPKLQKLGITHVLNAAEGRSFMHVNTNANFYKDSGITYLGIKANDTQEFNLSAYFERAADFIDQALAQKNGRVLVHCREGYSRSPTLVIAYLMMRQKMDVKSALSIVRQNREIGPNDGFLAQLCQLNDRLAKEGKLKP
MazEF act: MazEF (E. coli) toxin RNase activation; FAM/BHQ RNA-DNA oligo cleavage fluorescence, 5 h; P0AE70; activation, % at 20 µM; AID 504720; 0.32% of 350,000 active; in the data active means activation above about 50%
Target sequence (P0AE70 whole entry, looked up): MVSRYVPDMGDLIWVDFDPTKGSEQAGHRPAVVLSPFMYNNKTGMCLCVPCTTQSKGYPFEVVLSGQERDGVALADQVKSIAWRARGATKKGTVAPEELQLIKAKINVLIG
Rv3671c inh: inhibits the M. tuberculosis serine protease Rv3671c; P9WHR9; inhibition, % at 5.96 µM; 0.048% of 320,000 active; AID 2606; in the data active means inhibition above about 38%;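 further: extracellular domain of Rv3671c used as enzyme; 0% = enzyme with DMSO and 100% = no enzyme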
Target sequence (P9WHR9 whole entry, looked up, the tested form may be a part): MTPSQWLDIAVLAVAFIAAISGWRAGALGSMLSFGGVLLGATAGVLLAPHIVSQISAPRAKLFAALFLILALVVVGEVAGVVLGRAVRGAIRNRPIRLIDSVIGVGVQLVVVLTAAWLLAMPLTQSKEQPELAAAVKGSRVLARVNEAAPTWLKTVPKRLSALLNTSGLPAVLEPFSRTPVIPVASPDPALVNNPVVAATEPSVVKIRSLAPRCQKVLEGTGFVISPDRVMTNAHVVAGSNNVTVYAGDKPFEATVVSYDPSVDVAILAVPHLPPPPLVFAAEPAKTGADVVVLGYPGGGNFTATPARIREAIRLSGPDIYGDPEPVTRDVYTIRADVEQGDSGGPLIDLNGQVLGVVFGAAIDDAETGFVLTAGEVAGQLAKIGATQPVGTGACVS
Yp Topo-I inh: inhibitors of Yersinia pestis topoisomerase I; AID 504884; activity, % at 10 µM; 0.064% of 360,000 active; Y. pestis Topo-I cleavage product accumulation, plate reader; in the data active means activity above about 50%, passing the limit was not always enough; further: inactives centre near 2
BH1578 lux ind: induces V. cholerae light production without autoinducers; V. cholerae BH1578 lux reporter, luminescence, 6 h; 0.16% of 350,000 active; AID 588436; activation, % at 18.7 µM; in the data active means activation mostly above about 9.7%, no sharp cut-off; further: not every result past the cut was called active; inactives centre near 0; reference of the scale not given here
Active calls of the source: *; i = inactive; · = no result given; & = joins results of further samples. This is a subset; rates above refer to the full screens.

SMILES | SSB-PriA inh | PrPC TRFRET | TcdB GH inh | CCHF vOTU inh | 3CLpro inhibitor | DUSP3 inh | MazEF act | Rv3671c inh | Yp Topo-I inh | BH1578 lux ind
CCC(=O)N1CCc2cc(S(=O)(=O)NCCC(=O)N3CCN(c4ccccn4)CC3)ccc21 | -1.5 | 1.4 | · | 4.4 | -2.0 | -5.8 | 5.1 | -8.6 | 1.3 | -0.3
CC(=O)/C(=C/Nc1ccc(Oc2ccccc2)cc1)c1ccccc1 | 8.4 | -0.9 | · | 6.8 | -1.1 | 2.6 | -12.9 | -0.2 | 43.1 | 4.5
COc1ccc(/C=N/NC(=O)CNS(=O)(=O)c2ccccc2)cc1 | · | 6.8 | -1.4 | 10.9 | · | · | 6.4 | 1.0 | -2.9 | -0.3
CN(C)C=Nc1c(Br)cc(Br)c2nonc12 | -19.1 | -5.3 | · | 8.2 | -5.4 | 40.7 | 227.7* | -2.2 | -6.9 | i
CCCn1c(-c2cc(OC)c(OC)c(OC)c2)nc2c1c(=O)[nH]c(=O)n2Cc1ccccc1 | -6.7 | -0.6 | 1.1 | -1.9 | -0.7 | 33.1 | 5.3 | -6.2 | 2.7 | i
O=C(Nc1cc(C(F)(F)F)cc(C(F)(F)F)c1)c1ccc(Cn2cc(C(F)(F)F)ccc2=O)cc1 | -12.7 | -0.8 | · | 0.6 | -1.4 | 10.2 | 3.9 | 5.0 | -6.3 | i
O=C(NCCSCc1c(F)cccc1Cl)c1ccc(CN2CCOCC2)cc1 | 23.5 | 1.7 | 2.5 | 7.6 | -0.7 | -7.0 | -6.0 | 1.3 | 9.7 | -0.8
O=C(Nc1ccccc1-c1ccccc1)C1CCC1 | -10.4 | 13.2 | -0.6 | 9.0 | -2.1 | -6.6 | 2.7 | 4.7 | -2.7 | -0.7
O=C(CSc1nc2ccccc2n1S(=O)(=O)c1cccc([N+](=O)[O-])c1)NCc1cccs1 | -3.6 | 3.0 | · | -5.7 | 0.5 | -0.3 | 5.6 | -4.8 | -4.5 | i
CCOC(=O)c1[nH]c2ccc(OC)cc2c1NC(=S)N1CCN(c2cccc(C)c2C)CC1 | 29.3 | 3.2 | 0.7 | -10.0 | 4.3 | -14.1 | -2.6 | 2.7 | 12.7 | 0.8
CCNc1ccc(Br)cc(C(=O)/C=C/c2ccc3c(c2)OCO3)c1=O | 2.7 | -3.7 | · | 15.4 | -3.3 | 13.9 | -1.5 | 3.5 | -7.2 | -11.5
CC(C)C1=Nc2cccc3cccc(c23)N1 | 3.1 | 6.0 | · | -6.7 | 2.4 | 4.1 | 11.8 | -5.0 | -2.2 | i
CC1CCCCN1C(=S)NC(=O)c1ccco1 (stereo unspecified) | 0.7 | 5.2 | 0.9 | 1.3 | · | · | 0.2 | 4.2 | 0.1 | i
Cc1cccc2cc(CN(CCN(C)C)C(=S)Nc3ccccc3)c(=O)[nH]c12 | -2.0 | 4.6 | · | -8.9 | -3.1 | 12.7 | 6.3 | 8.2 | -7.7 | -0.1
Cc1ccc(C(=O)Nc2nnc(C3CCCCC3)s2)o1 | -14.3 | 10.8 | · | -6.5 | -1.9 | 21.3 | 6.6 | 2.3 | -9.0 | -0.3
CC(C)CN1C(=O)C(=O)N(CC(=O)N2CCN(c3ccccc3)CC2)C1=O | -0.2 | 0.4 | 1.6 | -14.7 | · | · | 4.6 | 2.6 | 8.0 | i
COc1cc(C(=O)NCCC(=O)NC2CCCc3ccccc32)cc(OC)c1OC (stereo unspecified) | -22.3 | 1.0 | 2.4 | -6.7 | -4.7 | 30.9 | 2.5 | -6.6 | -8.3 | -0.6
C=CCOc1ccc(/C=C/C(=O)OCC(=O)NC2CCCCCC2)cc1 | · | 0.9 | -0.4 | 1.0 | 2.5 | 29.0 | -20.0 | -1.2 | 5.2 | -7.7
O=C(NCCCN1CCCC1=O)c1ccc(OCc2ccccc2)cc1 | -7.5 | -3.4 | · | -8.5 | 2.4 | 11.9 | 6.3 | 2.1 | 5.4 | i
O=C(Nc1ccncc1)c1cc(S(=O)(=O)N2CCCCC2)ccc1Cl | -4.3 | 9.7 | -1.5 | 1.9 | · | · | -2.7 | 1.2 | 2.5 | -0.2
O=C(COC(=O)/C=C/c1ccccc1)NCc1cccs1 | -13.5 | 2.1 | -3.1 | -7.1 | · | · | 4.6 | -6.8 | 1.7 | i
COc1cccc(C=Nc2cccc3c(=O)[nH][nH]c(=O)c23)c1O | -7.2&-6.0 | -1.3 | 0.5 | 1.9 | 0.8 | 14.7 | -7.9 | 6.0 | -2.4 | 0.3
COc1cccc(NC(=O)CN(C)CC(=O)Nc2ccc(C)c(S(=O)(=O)N3CCOCC3)c2)c1 | -15.8 | -8.1 | 1.2 | -3.9 | · | · | 2.0 | · | 7.5 | i
CN(C)c1ccc(CNS(=O)(=O)c2csc(C(N)=O)c2)cc1 | 4.8 | 3.8 | -2.8 | -4.6 | 4.6 | -0.7 | 3.7 | 2.8 | 3.9 | -0.4
Cc1cccc(/C=N/n2c(-c3ccco3)n[nH]c2=S)c1 | · | -2.2 | 2.0 | -8.9 | 2.5 | 4.3 | 3.3 | -6.0 | -1.2 | -0.8

Copied from the results shown, 4 compounds:
SMILES | SSB-PriA inh | PrPC TRFRET | TcdB GH inh | CCHF vOTU inh | 3CLpro inhibitor | DUSP3 inh | MazEF act | Rv3671c inh | Yp Topo-I inh | BH1578 lux ind
COc1ccc(/C=N/NC(=O)CNS(=O)(=O)c2ccccc2)cc1 | · | 6.8 | -1.4 | 10.9 | · | · | 6.4 | 1.0 | -2.9 | -0.3
CN(C)C=Nc1c(Br)cc(Br)c2nonc12 | -19.1 | -5.3 | · | 8.2 | -5.4 | 40.7 | 227.7* | -2.2 | -6.9 | i
CCCn1c(-c2cc(OC)c(OC)c(OC)c2)nc2c1c(=O)[nH]c(=O)n2Cc1ccccc1 | -6.7 | -0.6 | 1.1 | -1.9 | -0.7 | 33.1 | 5.3 | -6.2 | 2.7 | i
O=C(Nc1cc(C(F)(F)F)cc(C(F)(F)F)c1)c1ccc(Cn2cc(C(F)(F)F)ccc2=O)cc1 | -12.7 | -0.8 | · | 0.6 | -1.4 | 10.2 | 3.9 | 5.0 | -6.3 | i

(more compounds)
SMILES | SSB-PriA inh | PrPC TRFRET | TcdB GH inh | CCHF vOTU inh | 3CLpro inhibitor | DUSP3 inh | MazEF act | Rv3671c inh | Yp Topo-I inh | BH1578 lux ind
Fc1cccc(NC(=S)NCc2cccnc2)c1 | -6.7 | -0.3 | · | 6.2 | 1.2 | 17.6 | 7.5 | -6.5 | -2.4 | i
CCN1CCN(C(=O)C2CCC(CNS(=O)(=O)c3ccccc3)CC2)CC1 (stereo unspecified) | 4.4 | 2.7 | -2.6 | -10.2 | -1.7 | 31.3 | 2.6 | 8.3 | -7.7 | -0.5
O=C1N=C(N2CCOCC2)S/C1=C1\C(=O)N(Cc2ccccc2)c2ccccc21 | -1.6 | 5.6 | · | -7.8 | 5.9 | -0.8 | 20.2 | -7.6 | -3.0 | -0.2
CCCc1nc2nc(C)c(NS(=O)(=O)c3ccc(Cl)cc3)c(=O)n2[nH]1 | -5.5 | 4.2 | 0.0 | 6.2 | 2.7 | 10.2 | 4.2 | -7.9 | 4.4 | -0.3
Cc1ccc(C(=O)NCC(C)NC(=O)c2ccc(C)c(C)c2)cc1C (stereo unspecified) | 4.5 | 10.6 | -2.6 | 4.3 | · | · | 1.9 | -1.5 | 14.2 | -0.3
CN(Cc1ccccc1)C(=O)CN1C(=O)NC2(CCCCCCC2)C1=O | -6.9 | 5.5 | 0.5 | 18.7 | · | · | 4.4 | -3.4 | 6.5 | -0.5
COc1ccc(S(=O)(=O)NC(C)C(=O)NCc2ccccn2)cc1OC (stereo unspecified) | 3.6 | -2.0 | -0.5 | -4.6 | -9.9 | 1.9 | 6.1 | -2.2 | 3.3 | -0.6
O=C(c1nc2ccccn2c1CNCCCn1ncc2ccccc21)N1CCCC1 | 3.5 | -5.6 | 1.6 | -1.8 | 1.8 | 9.1 | 11.3 | -1.2 | 23.3 | -3.3
O=C1NC(=O)C(=Cc2ccc(OCC(=O)N3CCOCC3)cc2)C(=O)N1 | -7.5 | 1.7 | -4.9 | -12.5 | -1.5 | 2.1 | -1.9 | -8.8 | -10.3 | -0.3
COc1ccccc1NS(=O)(=O)c1ccc(NC(=O)c2ccncc2)cc1 | -6.0 | 7.5 | 0.3 | -3.4 | 3.7 | 18.1 | 5.2 | 10.3 | 4.3 | i
O=C(Cn1c(=O)n(-c2ccc(F)cc2)c(=O)c2sccc21)NC1CCCCC1 | -3.8 | -2.2 | 0.9 | -7.5 | 5.0 | 12.4 | 10.3 | -0.5 | -2.4 | -0.4
Cc1cccc(-n2nnnc2SC(C)C(=O)NCCC2=CCCCC2)c1 (stereo unspecified) | 4.0 | 3.3 | · | 12.9 | -2.5 | 8.4 | -7.7 | 1.7 | 1.5 | 4.8
CN(C)c1ccc(NC(=O)CN2CCN(c3ccc(F)cc3)CC2)cc1 | 1.5 | 1.9 | -0.2 | 1.0 | -4.3 | 21.0 | 4.0 | -2.6 | 0.8 | i
CCc1ccc(N(C(=O)CCC(=O)Nc2cc(C)on2)C(C(=O)NC2CCCC2)c2ccco2)cc1 (stereo unspecified) | -4.5 | 2.8 | · | 24.5 | -3.7 | 0.0 | -2.7 | 1.7 | 21.0 | -0.4
CCOC(=O)C1=C(C)NC(=O)NC1c1ccc(OCC(N)=O)cc1 (stereo unspecified) | -4.7 | -8.3 | · | -1.5 | 4.4 | 30.8 | -6.7 | -5.3 | -7.4 | -12.5
Cc1ccc(S(=O)(=O)NC2CC3CCC2C3)cc1 (stereo unspecified) | -0.8 | -2.9 | 1.2 | -12.3 | · | · | 4.5 | -1.2 | 9.0 | i
CCNC(=O)COC(=O)c1sccc1C | -9.2 | 3.0 | 2.5 | 11.8 | 2.2 | -1.4 | 0.1 | 7.0 | -0.5 | -3.3
Cc1ccc(O)c(C(=O)c2cnc3c(c2)c(=O)n(C)c(=O)n3C)c1 | -21.5 | 5.0 | 0.5 | 2.6 | 2.2 | -2.4 | 9.2 | -5.4 | 8.9 | -0.2
CC(C)CC(=O)Nc1cccc(-c2nc3ncccc3o2)c1 | -11.2 | 0.5 | 1.8 | -17.2 | -3.6 | 6.1 | -5.6 | -1.7 | -0.6 | -0.1
Oc1ccccc1-c1cnc2cccnn12 | · | -23.3 | 46.6* | -9.9 | · | · | · | · | 0.1 | -0.7
O=C(NCCCO)/C(=C\c1ccco1)NC(=O)c1ccc(Br)o1 | -11.7 | -1.8 | -1.1 | -8.7 | -5.5 | -5.4 | 1.3 | -2.6 | -2.7 | -0.4
N=c1ncn(C2OC(CO)C(O)C2O)c2nc(Br)[nH]c12 (stereo unspecified) | · | -1.0 | 1.3 | -3.3 | · | · | 4.6 | · | 3.2 | 1.4
O=C(CSc1nnc(-c2cccs2)n1-c1ccccc1)N1CCCC1 | -9.3 | 4.3 | · | -8.2 | -4.4 | 13.0 | 5.2 | 1.2 | 2.7 | 0.8
Cc1cc(Nc2cccc(Cl)c2)nc(-c2ccccc2O)n1 | -12.3 | 0.5 | 1.0 | -10.3 | 5.9 | · | 16.1 | -87.2 | -17.8 | i
CS(=O)(=O)N(CC(=O)NCC1CCCO1)c1ccc(F)c(Cl)c1 (stereo unspecified) | -3.9 | -2.7 | · | 4.0 | 2.1 | -3.8 | 5.6 | -11.7 | -1.2 | i
CCOC(=O)C1CCCN(C(=O)CSCc2ccccc2)C1 (stereo unspecified) | -11.0 | -0.2 | · | 9.4 | 3.1 | -12.6 | 3.3 | 2.3 | 7.9 | ·
C=CCNC(=O)N1CCc2[nH]c3ccc(F)cc3c2C1 | 3.3 | 1.2 | 0.1 | -3.0 | 0.8 | 30.6 | 11.6 | -3.8 | -3.9 | i
COc1ccc(C2CC(C(F)(F)F)n3nc(C(=O)NCc4cn(C)nc4C)c(Cl)c3N2)cc1 (stereo unspecified) | 0.5 | 5.6 | 0.8 | 5.5 | -5.5 | 31.3 | -3.0 | -7.2 | -0.7 | 0.9
CC(C)C(=O)Nc1ccc(N2CCN(C(=O)c3cccs3)CC2)cc1 | 2.5 | -5.0 | · | -10.4 | 3.4 | 6.7 | 2.1 | -5.0 | 1.0 | 2.9
O=C(NCCCn1ccnc1)C1CCN(S(=O)(=O)c2cc([N+](=O)[O-])ccc2Cl)CC1 | 10.3 | -32.6 | 1.2 | 11.3 | · | · | 28.0 | -1.8 | -19.4 | i
